# Screening results (PubChem BioAssay)
# Kir21 inh: inhibitors of mouse Kir2.1 inward-rectifier potassium channel | HEK293-Kir2.1, FluxOR thallium flux fluorescence; active compounds read low | B-score at 10 µM | 0.85% of 310,000 active;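 active = fluorescence ratio B-score at or below minus 3 SD of library scores, with starting-brightness B-score within 2 SD, cut at about -4.2 in these data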;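 note: channel flux triggered by added potassium and thallium sulfate stimulus; B-score of peak minus minimum fluorescence over baseline after thallium stimulus; more negative B-score means stronger Kir2.1 block with less thallium influx; some compounds called inactive have numbers as strong as hits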
# Target sequence (P35561 whole entry, looked up): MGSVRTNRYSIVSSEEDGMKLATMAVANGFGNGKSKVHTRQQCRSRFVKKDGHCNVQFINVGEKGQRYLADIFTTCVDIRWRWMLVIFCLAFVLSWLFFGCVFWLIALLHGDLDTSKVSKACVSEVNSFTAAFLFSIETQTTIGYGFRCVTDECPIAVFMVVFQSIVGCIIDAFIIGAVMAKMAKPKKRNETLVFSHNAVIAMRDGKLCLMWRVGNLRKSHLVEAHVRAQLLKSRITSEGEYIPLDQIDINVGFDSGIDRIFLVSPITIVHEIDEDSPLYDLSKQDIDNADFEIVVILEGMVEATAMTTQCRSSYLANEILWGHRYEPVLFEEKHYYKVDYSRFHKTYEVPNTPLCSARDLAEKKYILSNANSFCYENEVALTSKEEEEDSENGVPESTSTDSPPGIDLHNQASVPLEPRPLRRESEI
# CHT block: inhibitors of human choline transporter CHT; CHT-expressing cells, membrane potential dye, choline response; active compounds read low; Q9GZV3; 0.86% of 310,000 active; B-score at 10 µM;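 active = B-score over 3 SD under the library average, and starting fluorescence ratio not unusually high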;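 note: choline stimulus applied at its EC90 after an EC20 pre-addition; B-score computed on integrated fluorescence ratio after choline addition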
# Target sequence (Q9GZV3 whole entry, looked up): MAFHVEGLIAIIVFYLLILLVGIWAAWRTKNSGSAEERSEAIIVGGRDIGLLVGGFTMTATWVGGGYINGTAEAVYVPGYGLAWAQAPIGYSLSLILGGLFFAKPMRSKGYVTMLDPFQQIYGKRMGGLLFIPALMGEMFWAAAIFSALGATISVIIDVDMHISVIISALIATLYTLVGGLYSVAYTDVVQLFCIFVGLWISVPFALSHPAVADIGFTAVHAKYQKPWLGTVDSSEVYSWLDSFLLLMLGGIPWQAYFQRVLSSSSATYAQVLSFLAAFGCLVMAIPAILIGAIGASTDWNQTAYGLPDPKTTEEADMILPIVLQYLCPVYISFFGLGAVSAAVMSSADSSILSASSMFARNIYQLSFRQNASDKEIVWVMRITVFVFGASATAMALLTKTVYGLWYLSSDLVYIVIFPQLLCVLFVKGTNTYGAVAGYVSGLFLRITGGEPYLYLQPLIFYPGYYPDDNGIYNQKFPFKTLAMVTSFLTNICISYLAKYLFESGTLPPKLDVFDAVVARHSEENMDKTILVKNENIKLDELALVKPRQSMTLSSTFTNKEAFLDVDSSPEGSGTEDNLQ
# Numbers without * were called inactive; i = inactive; / = no result given. No enrichment for hits. About 1.6% of those tested had a hit in this group.
SMILES | Kir21 inh | CHT block
CC(NC(=O)Cn1c(=O)[nH]c2ccsc2c1=O)C12CC3CC(CC(C3)C1)C2 (stereo not given) | -0.09 | i
Cc1cccc(NC(=O)NC2CCCCCCC2)c1 | -0.02 | i
Cc1c(Nc2ccc3nonc3c2[N+](=O)[O-])c(=O)n(-c2ccccc2)n1C | 1.21 | i
CCOc1ccc(C(=O)NCC(=O)NCC(c2ccco2)N2CCCCC2)cc1OCC (stereo not given) | -1.69 | i
COC(=O)CC(NC(=O)c1ccc(C)cc1)c1ccc2c(c1)OCO2 (stereo not given) | -0.78 | i
O=C(NC1CCCCC1)c1ccc(CN2CCOCC2)cc1 | / | i
CCSc1nc(C(F)(F)F)cc(=O)n1-c1ccccc1 | -2.77 | i
CCCc1nc2c(c(=O)c3ccccc3n2C)c(=O)n1-c1ccc(F)cc1 | 2.05 | i
Cc1c(C(=O)Nc2nonc2-c2ccc(F)cc2)oc2ccc(F)cc12 | 0.05 | i
N#C/C(=C\c1ccc([N+](=O)[O-])cc1)c1nc(C2CC2)cs1 | -1.12 | i
Cc1ccn2c(=O)nc(SCC(=O)NC3CCCCC3)nc2c1 | -0.34 | i
Cc1ccc2c(c1)NC(=O)CC(c1ccccc1)=N2 | -0.29 | i
CN(CC(=O)Nc1ccccc1Cl)C(=O)COC(=O)c1ccc(Cl)cc1[N+](=O)[O-] | -0.06 | i
CC1(C)Cc2ccccc2C(=NCCCC(=O)O)N1 | 0.1 | i
Nc1c(C(=O)NCc2ccccc2)c2nc3ccccc3nc2n1-c1ccc2c(c1)OCO2 | 0.78 | i
COc1ccc([N+](=O)[O-])cc1NS(=O)(=O)c1ccc(Cl)c(C(=O)Nc2sc3c(c2C#N)CCCCC3)c1 | 1.49 | i
CCOc1cc2[nH]c(=O)n(CCC(=O)N3CCN(c4ccccc4OC)CC3)c(=O)c2cc1OCC | 1.51 | i
O=C(COc1ccc(Cl)cc1Cl)N/N=C/c1cccnc1 | -0.05 | i
N#Cc1ccsc1NC(=O)CN1CCN(S(=O)(=O)c2cc(Cl)ccc2Cl)CC1 | -0.03 | i
O=[N+]([O-])c1ccc(-c2ccc(/C=N/Nc3nc(N4CCCC4)nc(N4CCCC4)n3)o2)cc1 | -0.8 | i
O=C(c1cc2sccc2n1Cc1ccc(F)cc1)N1CCN(c2nc3ccccc3s2)CC1 | 0.75 | i
COc1ccc(/C=C2/C(=O)N=C3SCCN32)cc1 | 1.15 | i
COCCN(C(=O)c1csnn1)C(C(=O)NC1CCCCC1)c1ccc(C)cc1 (stereo not given) | -0.44 | i
CC(C)(C)NS(=O)(=O)c1ccc(CCC(=O)N2CCCCC2)cc1 | 0.02 | i
CCc1ccc(CN(C)C(=O)c2cc(=O)c3ccccc3o2)cc1 | 0.31 | i
COc1cccc(-c2nc(-c3ccc(Br)o3)no2)c1 | -0.12 | i
Cc1ccc2c(C)c(C(=O)NCC(C)(C)N3CCOCC3)oc2c1C | 3.08 | i
CCN(CC)S(=O)(=O)c1ccc2c(c1)c(=O)c(C(=O)NCc1cccs1)cn2C | 0.53 | i
CCCCn1c(=O)nc2n(-c3ccccc3)c3ccccc3cc-2c1=O | -1.38 | i
Cc1ccc(C(=O)Nc2nccc(-c3cccs3)n2)cc1 | -0.86 | i
COCCN(CCOC)S(=O)(=O)c1ccc(C(=O)NC2CCN(Cc3ccccc3)CC2)cc1 | 0.86 | i
O=C(O)c1cc(N/N=C/c2cccs2)ccc1Cl | -0.31 | i
Cc1cc(SCC(=O)OCC(=O)N(CCC#N)c2ccccc2)nc2ccccc12 | 0.07 | i
c1ccc(-c2nnc3sc(-c4cc5ccccc5o4)nn23)cc1 | -1.11 | i
CCOC(=O)[C@H]1[C@H]2COc3ccccc3[C@@H]2N2C(=O)c3c(C)cc(C)cc3NC(=O)[C@@]12C | / | i
CCCCn1nnc(NC(=S)NC(=O)c2ccc(OCC)c([N+](=O)[O-])c2)n1 | -0.98 | i
O=Cc1cc([N+](=O)[O-])ccc1N1CCOCC1 | 0.87 | i
COc1ccc(C)c2sc(NC(=O)C3CC3)nc12 | 1.17 | i
COc1ccc(C(=O)O/N=C(\N)c2ccc(OC)c(OC)c2)cc1 | 0.58 | i
CCCc1nc2nc(C)c(NS(=O)(=O)c3ccc4c(c3)CCCC4)c(=O)n2[nH]1 | -0.04 | i
O=C1CC(c2ccco2)Sc2nc3ccccc3n21 (stereo not given) | 0.07 | i
O=C(O)CC(NC(=O)Cc1ccc([N+](=O)[O-])cc1)c1ccc2c(c1)OCO2 (stereo not given) | 0.07 | i
O=C(NCC1CCCO1)c1cccc(Oc2ccc([N+](=O)[O-])cc2Cl)c1 (stereo not given) | -0.79 | i
Cc1ccc(C(=O)CSc2nc3ccccc3c(=O)[nH]2)cc1 | 0.17 | i
COc1ccc(NC(=O)N2CCN(S(C)(=O)=O)CC2)cc1OC | -0.38 | i
Clc1cccc(CNCCNCc2cccc(Cl)c2)c1 | -4.27* | -7.01*
CCc1sc(C(=O)Nc2nc(C)cs2)cc1C | -0.8 | /
CCC(O)(c1ccccc1)C(CN1CCOCC1)c1ccccc1 (stereo not given) | -0.96 | i
CSCC[C@H](NC(=O)OC(C)(C)C)C(=O)N/N=C/c1cc2ccc(C)cc2nc1Cl | 0.04 | i
O=C(O)CCCN=C1NC2(CCCC2)Cc2ccccc21 | -0.21 | i
COc1cccc(CC2(CO)CCCN(Cc3ccc(OC)c(C)c3OC)C2)c1 (stereo not given) | -0.9 | i
Cc1ccc(C)c(NC(=O)CSc2cccc3cccnc23)c1 | -0.09 | i
O=C(O)[C@H](Cc1ccccc1)NC(=O)N1CCC(Cc2ccccc2)CC1 | -1.25 | i
COc1ccc(OCCN2CCN(C3CC(=O)N(CCC(C)C)C3=O)CC2)cc1 (stereo not given) | 0.01 | i
Cc1ccc2nc(-c3ccc(NC(=O)c4cccnc4)cc3)oc2c1 | -0.6 | i
COc1ccc(-c2cc(-c3ccc(C)cc3)n[nH]2)c(O)c1 | -0.16 | i
Cc1ccc(NS(=O)(=O)c2ccc(NC(=O)[C@@H]3CCCC[C@@H]3C(=O)O)cc2)c(C)c1 | 0.42 | i
NC(=S)N=Nc1c(O)[nH]c2ccccc12 | -0.41 | i
O=C(CNCC1CCCCC1)Nc1ccc(OC(F)(F)F)cc1 | 0.85 | i
Cc1c(C(=O)N2CCCC2)c(S(=O)(=O)Nc2cccc(Br)c2)c(C)n1C | -0.48 | i

# Looked up one by one from the list above (7):
SMILES | Kir21 inh | CHT block
O=C(CNCC1CCCCC1)Nc1ccc(OC(F)(F)F)cc1 | 0.85 | i
O=C(O)[C@H](Cc1ccccc1)NC(=O)N1CCC(Cc2ccccc2)CC1 | -1.25 | i
COc1ccc(NC(=O)N2CCN(S(C)(=O)=O)CC2)cc1OC | -0.38 | i
Cc1ccn2c(=O)nc(SCC(=O)NC3CCCCC3)nc2c1 | -0.34 | i
CC(C)(C)NS(=O)(=O)c1ccc(CCC(=O)N2CCCCC2)cc1 | 0.02 | i
O=C(O)c1cc(N/N=C/c2cccs2)ccc1Cl | -0.31 | i
Cc1ccc(C(=O)Nc2nccc(-c3cccs3)n2)cc1 | -0.86 | i

# Remaining list, next part:
SMILES | Kir21 inh | CHT block
O=C(NC1=NCCS1)c1cccc(S(=O)(=O)N2CCc3ccccc32)c1 | 0.15 | i
O=C(Cc1cccs1)NCc1cccc(CNC(=O)Cc2cccs2)c1 | -1.45 | i
CSc1ccc(-c2nc(CSCC(=O)NC3CC3)c(C)o2)cc1 | 0.27 | i
CCN1CCCC1CNC(=O)C(=O)NC(C)C (stereo not given) | -0.42 | i
COc1ccccc1N(C)S(=O)(=O)c1ccc(C(=O)N2CCCC(C(F)(F)F)C2)cc1 (stereo not given) | 0.18 | i
Cc1cccc(NC(=O)c2cccnc2)c1 | 1.75 | i
CCOc1ccccc1NC(=O)COC(=O)Cc1ccc(-c2ccccc2)cc1 | 0.79 | i
COC(=O)[C@H](Cc1ccccc1)NC(=O)N(C)Cc1ccccc1 | -0.88 | i
COc1ccc(C2Nc3ccc(Br)cc3C(c3ccccc3)N2CC(=O)O)cc1 (stereo not given) | 0.5 | i
CC1Oc2ccccc2N(CC(=O)N2CCc3ccccc32)C1=O (stereo not given) | -0.3 | i
CC1=C(C(N)=O)C(c2ccccc2[N+](=O)[O-])n2ncnc2N1 (stereo not given) | 0.31 | i
CCCOc1ccc(Cc2c(Cl)nc(SC)nc2NC)cc1 | 0.01 | i

# Remaining list, next part.
# Value order – Kir21 inh | CHT block
> Cc1nc2ccc(NC(=O)c3cc(S(=O)(=O)N(C)c4ccccc4)ccc3Cl)cc2s1
    0.48 | i
> COc1ccc(-c2cc(C(=O)Nc3nc4ccccc4s3)c3ccccc3n2)cc1OC
    1.07 | i
> O=C(Nc1cc(C(F)(F)F)ccc1N1CCCC1)c1cccnc1
    -1.68 | i
> O=C(Nc1nnc(CSCc2ccc(F)cc2)s1)c1ccc([N+](=O)[O-])cc1
    0.89 | i
> COc1ccc(/C=N/NC(=O)c2cccs2)c2ccccc12
    3.59 | i
> Oc1ccc(N2CCN(CC(O)c3ccccc3)CC2)cc1 (stereo not given)
    0.22 | i
> Cc1ccc(Oc2ccc(S(=O)(=O)N3CCOCC3)cc2C(N)=O)cc1C
    -0.34 | i
> Cc1cc(C)nc(Sc2ccc3nnc(C(F)(F)C(F)(F)C(F)(F)F)n3n2)n1
    -1.2 | i
> COc1cc(C(c2c(C)[nH][nH]c2=O)c2c(C)[nH][nH]c2=O)ccc1OC(C)C
    -2.11 | i
> CCc1c(C)c(C#N)c2nc3ccccc3n2c1N1CCN(c2cc(C)ccn2)CC1
    -0.1 | i
> COc1ccc(OC)c(NC(=O)CCOc2cccc(C)c2)c1
    -0.77 | i
> CC(=O)Nc1cccc(Oc2nc(C)cc(C)c2C#N)c1
    -0.55 | i
> Cc1ccc(CC(=O)N2CCOCC2)cc1
    -0.02 | i
> CCCNC(=O)Cn1cnc([N+](=O)[O-])n1
    -0.28 | i
> CC/C=C\C/C=C\C/C=C\CCCCCCCC(=O)O
    / | i
> CCOC1OC(=O)C(Cl)=C1Nc1ccccc1C (stereo not given)
    -2.29 | i
> CC(=O)N1c2ccc(S(=O)(=O)N(C)CC(=O)NC3CCCCC3C)cc2CC1C (stereo not given)
    2.55 | i
> COc1cc(OC)cc(C(=O)NCC(=O)Nc2ccc(C)c(Cl)c2)c1
    0.08 | i
> Fc1ccc(/C=N/NC(=S)Nc2cccnc2)cc1F
    -0.22 | i
> Cn1nc(-c2ccccc2)c2cc(C(=O)O)sc21
    -0.94 | i
> Cc1ccc(NC(=O)CSc2nnc(NC(=O)c3ccc(S(=O)(=O)N4CCOCC4)cc3)s2)cc1
    0.36 | i
> Cc1ccc(NC(=O)CCNC(=O)c2ccc(Br)cc2)cc1S(=O)(=O)N1CCCCCC1
    -0.44 | i
> O=C(Nc1ccccc1Cl)Nc1ccnn1C1CCN(C(=O)CCN2CCCO2)CC1
    0.76 | i
> COc1ccc(CCNS(=O)(=O)c2ccc(-n3cnnn3)c(OC)c2)cc1OC
    -0.66 | i
> OC(c1ccccc1)c1ccncc1 (stereo not given)
    1.22 | i
> COc1ccc(OC)c(Nc2nc(N)nc(CCl)n2)c1
    0.55 | i
> CC(C)CNC(=O)CO/N=C/c1ccccc1Cl
    0.42 | i
> O=C(O)c1ccc(N2C(=O)c3cccc4cccc(c34)C2=O)cc1
    -1.16 | i
> COc1ccc(N(CC(=O)Nc2cccc(C)c2)S(=O)(=O)c2c(C)noc2C)cc1
    0.94 | i
> O=C(NCCCN1CCCC(O)C1)c1cc(COc2ccc(F)cc2F)on1 (stereo not given)
    0.44 | i
> Cc1ccc(SCCNC(=O)c2ccc(C)c(S(=O)(=O)Nc3ccccc3C)c2)cc1
    -0.51 | i
> Cn1c(C(=O)N2CCCC(C(=O)NCCc3ccccc3)C2)cc2sccc21 (stereo not given)
    1.01 | i
> O=C(Nc1nnc(SCc2ccc(F)cc2)s1)c1ccc2ncsc2c1
    1.86 | /
> CCCCn1nnnc1NCc1cc(OC)c(OC)cc1OC
    -1.36 | i
> COc1ccccc1NC(=O)Cn1cnc2c(nc3n2CCCCC3)c1=O
    -0.54 | i
> CSc1nc2ccc(Cl)cc2[nH]1
    -0.44 | i
> COc1cc(C2C(C(=O)c3cc4ccccc4o3)=C(O)C(=O)N2CCN2CCOCC2)ccc1OCCC(C)C (stereo not given)
    0.68 | /
> CC(C)c1nnc(NC(=O)CCC(=O)N2CCN(Cc3ccccc3)CC2)s1
    -0.83 | i
> CCc1nn(CC(=O)NCCCN2CCN(C)CC2)c(=O)c2cc3sccc3n12
    -0.02 | i
> Cn1c(SCC(=O)c2ccc(F)cc2)nnc1-c1cnccn1
    1.85 | i
> CCOc1cc(/C=C2\C(=O)N(CCc3ccc(OC)c(OC)c3)C(C)=C2C(=O)OC)ccc1O
    0.44 | i
> O=C(NCc1ccco1)C1Cc2ccccc2CN1S(=O)(=O)c1ccccc1F (stereo not given)
    / | i
> O=C(COc1ccccc1)Nc1ccc2[nH]ncc2c1
    -1.95 | i
> CN(C)S(=O)(=O)c1ccc2c(c1)c(=O)c(C(=O)N1CCOCC1)cn2C
    0.08 | i
> Cc1cccnc1NC(=O)/C=C/c1ccc2c(c1)OCO2
    -0.44 | i
> COc1cc(/C=N/NC(=O)CCn2c3ccccc3c3ccccc32)ccc1O
    0.36 | i
> N#Cc1c2n(c3c(=O)[nH]cnc13)CCCC2
    -0.19 | i
> O=C(Cn1c(=O)sc2ccccc21)Nc1ccccc1
    3.75 | i
> CC(=O)Nc1ccc(S(=O)(=O)NCCC(=O)N2CCN(C(c3ccccc3)c3ccccc3)CC2)cc1
    0.67 | i
> COC(=O)Cn1nc(-c2ccc(C)c(S(=O)(=O)N(C)C)c2)c2ccccc2c1=O
    2.35 | i
> CC(=O)N1CCN(C(=O)CNC(=O)c2ccc(Br)o2)CC1
    -0.18 | i
> CCOC(=O)c1ccc(NC(=O)CCNS(=O)(=O)c2cc(Br)cnc2N)cc1
    0.48 | i
> O=c1cc(-c2ccc(O)cc2)oc2cc(O)c(C3OC(CO)C(O)C(O)C3O)c(O)c12 (stereo not given)
    -0.56 | i
